TDP1 inh: TDP1 (human) enzyme inhibition. Q9NUW8. Potency, µM (titrated, usually from 130 µM), for the others: at the highest dose activity change, negative = inhibition, usual class: inhibitors. recombinant TDP1, AlphaScreen DNA substrate cleavage. 350,000 compounds, 0.28% hits; further: nearly all actives have a fitted effect of over 40% in size
Target sequence (Q9NUW8 whole entry, looked up): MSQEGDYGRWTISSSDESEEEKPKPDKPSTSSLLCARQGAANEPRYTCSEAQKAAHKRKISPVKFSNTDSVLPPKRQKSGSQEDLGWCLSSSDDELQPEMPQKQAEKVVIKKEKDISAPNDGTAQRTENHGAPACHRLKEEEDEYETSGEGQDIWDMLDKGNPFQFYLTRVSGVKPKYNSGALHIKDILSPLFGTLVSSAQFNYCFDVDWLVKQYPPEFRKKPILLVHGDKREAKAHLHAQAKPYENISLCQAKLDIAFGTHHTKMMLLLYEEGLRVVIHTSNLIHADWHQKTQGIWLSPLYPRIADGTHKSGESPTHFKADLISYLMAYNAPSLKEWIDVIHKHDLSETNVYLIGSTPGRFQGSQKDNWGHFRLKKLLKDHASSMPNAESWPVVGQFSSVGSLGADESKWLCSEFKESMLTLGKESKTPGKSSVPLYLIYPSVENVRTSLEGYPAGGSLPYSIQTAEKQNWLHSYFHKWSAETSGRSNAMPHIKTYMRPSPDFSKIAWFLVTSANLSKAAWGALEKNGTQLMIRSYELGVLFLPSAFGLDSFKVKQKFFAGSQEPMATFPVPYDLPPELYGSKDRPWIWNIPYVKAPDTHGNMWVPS
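E. coli-derived human Tdp1, 1 nM final. Cpd preinc 15 min RT; substrate 15 nM final, 5 min RT; AS bead mix 10 ug/ml final, 10 min RT. Signal loss = tyrosine-FITC cleavage. No-enzyme wells = max signal.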
N370S GC mod: inhibitors or activators of N370S glucocerebrosidase for Gaucher disease. P04062. N370S GC spleen homogenate, 4MU-glucoside fluorescence. Potency, µM (highest dose often 59.4 µM), without a hit: at the highest dose activity change, negative = inhibition, actives largely listed as inhibitors. 330,000 compounds, 0.092% hits;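 further: 0% = full enzyme activity and -100% = no enzyme basal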
DT40 TDP1 no CPT: qHTS for Inhibitors of human tyrosyl-DNA phosphodiesterase 1 (TDP1): qHTS in cells in absence of CPT | 420,000 compounds, 15% hits | DT40 Tdp1-/- hTDP1 cells, no CPT, ATP luminescence, 48 h | Potency, µM (highest dose often 46.2 µM), for the others: at the top dose activity change, negative = growth inhibition, usual class: inhibitors; further: nearly all actives have a fitted effect of over 55% in size
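DT40 Tdp1-/-;hTDP1 cells, no CPT (DMSO vehicle only), 400 cells/well; compounds pin-transferred; ≥48 hr, 37 °C; CellTiter-Glo 30 min RT dark, luminescence read.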
An asterisk follows results filed as active; u = inconclusive; x = not tested or not shown; & = joins results of further samples; [ ] = dose if it differs, or a comment. The call rests on the fitted dose curve; in most records, active means well fitted curve in the direction sought with a large enough effect; inconclusive means small, poorly fitted or top-dose-only effect, or another doubt; inactive means no such curve, though single readings can be large; an effect the other way counts as inactive or inconclusive. Unless noted, on the % scale 0 is the no-effect control and ±100 the full control effect; potency means the concentration at half of the fitted maximal effect.

compound	TDP1 inh	N370S GC mod	DT40 TDP1 no CPT
O=C(Nc1cc(C(F)(F)F)ccc1N1CCCCC1)c1cccc([N+](=O)[O-])c1	5.2%	5.6%	16.4µM*
Cc1cccc(OCC(=O)Nc2ccccc2F)c1	0.0%	-5.0%	-15.0%
CSCCC(=O)N1CCCC(CNC(=O)c2ccc(-c3ccccc3)cc2)C1 (stereo not given)	4.8%	22.1%	u
O=C(c1cccs1)N1CCC(c2nc(-c3ccc(S(=O)(=O)N4CCOCC4)cc3)no2)CC1	3.0%	-9.2%	18.4µM*
CC1C(=O)N2CCCc3cc(S(=O)(=O)N(C)Cc4ccccc4)cc1c32 (stereo not given)	3.5%	-0.7%	u
Cc1c(C)c2ccc(OCC(=O)N3CCOCC3)c(C)c2oc1=O	5.3%	-4.7%	-15.9%
C=CCn1c(SCc2cccc(OC)c2)nnc1-c1ccncc1	7.5%	-7.7%	u
Cc1ccc(NC(=O)COc2ccccc2C(=O)NCCN(C)C)cc1	6.9%	-3.7%	x
CCN(CC(=O)Nc1ccccc1OC)CC(=O)Nc1ccccc1-c1ccccc1	-2.7%	0.1%	9.2µM*
CCOC(=O)CNC(=O)Cn1cnc2c(nnn2-c2cccc(OC)c2)c1=O	x	-14.5%	13.2%

Quoted at random: 2 entries already listed.
compound	TDP1 inh	N370S GC mod	DT40 TDP1 no CPT
CCOC(=O)CNC(=O)Cn1cnc2c(nnn2-c2cccc(OC)c2)c1=O	x	-14.5%	13.2%
CC1C(=O)N2CCCc3cc(S(=O)(=O)N(C)Cc4ccccc4)cc1c32 (stereo not given)	3.5%	-0.7%	u

(list continues)
compound	TDP1 inh	N370S GC mod	DT40 TDP1 no CPT
CCCn1c(=NC(=O)CCS(=O)(=O)c2ccccc2)sc2cc(S(N)(=O)=O)ccc21	-7.0%	-25.3%	20.6µM*
Cc1ccc(NC(=O)CCN2C(=O)C3CCCCC3C2=O)cc1[N+](=O)[O-] (stereo not given)	x	-3.3%	-19.3%
COc1ccc(CC(=O)Oc2ccc(Br)cc2F)cc1S(=O)(=O)N1CCOCC1	0.2%[0.505 µM]	2.7%	-8.0%
O=c1c2ccccc2nc(SCc2cn3ccsc3n2)n1-c1ccc(F)cc1	8.2%	15.3%	u
COc1ccc(C2=C(N3CCN(c4cccc(C)c4)C(C)C3)c3ccccc3C2=O)cc1 (stereo not given)	12.5%	x	25.9µM*
Cc1cccc(NC(=O)CSc2nc(-c3cccs3)cc(C(F)(F)F)c2C#N)c1C	-0.4%[12.3 µM]	x	-12.8%
CN(CC(=O)Nc1ccccc1Br)C(=O)c1ccncc1	10.4%	-7.1%	1.8%
O=C(c1ccc(Oc2ccc([N+](=O)[O-])cc2Cl)cc1)N1CCCC1	5.5%	-8.0%	u
CCCC1CC(c2csc(N)n2)CCO1 (stereo not given)	5.2%	9.3%	-12.0%
CC1=C(c2ccc(C)cc2)S(=O)(=O)N(Cc2ccc(C(=O)Nc3ccc(C)c(F)c3)cc2)C1=O	5.8%	x	u
Cn1c(/N=C/c2ccc3c(c2)OCO3)nc2ccccc21	1.0%	0.2%	-12.2%
CCOc1ccc(N=C2NC(=O)S/C2=C\c2ccc(OC)cc2)cc1	-10.1%	x	-6.3%
NS(=O)(=O)c1ccc(N2N=C(c3ccccc3)CC2c2cccc(Cl)c2)cc1 (stereo not given)	-5.6%[56.1 µM]	x	-22.5%
O=C(Nc1c(C(=O)N2CCN(c3ccccc3)CC2)oc2ccccc12)c1ccccc1F	7.6%	x	u
CN(C)C(=O)c1cn(-c2ccccc2)nc1-c1cccs1	2.0%	12.5%	2.1%
O=C(Cc1n[nH]c(=O)c2ccccc12)OCC(=O)N(Cc1ccccc1)Cc1ccccc1	8.4%	11.7%	u
CCC1(C)NC(=O)N(CC(=O)N2CCC(Cc3ccccc3)CC2)C1=O (stereo not given)	0.8%	x	-23.7%
COc1cccc(C2C(C(=O)c3cccs3)=C(O)C(=O)N2CCN2CCOCC2)c1 (stereo not given)	x	-5.1%	-3.7%
CC1CN(c2oc(Cc3cccc4ccccc34)nc2C#N)CC(C)O1 (stereo not given)	8.6%	u	u
[N-]=[N+]=NCC1OC(n2cnc3c(=O)[nH]c(N)nc32)C(O)C1O (stereo not given)	8.9%[56.1 µM]	3.9%	14.7%

The final five compounds of the section before open the next one.
compound	TDP1 inh	N370S GC mod	DT40 TDP1 no CPT
O=C(Cc1n[nH]c(=O)c2ccccc12)OCC(=O)N(Cc1ccccc1)Cc1ccccc1	8.4%	11.7%	u
CCC1(C)NC(=O)N(CC(=O)N2CCC(Cc3ccccc3)CC2)C1=O (stereo not given)	0.8%	x	-23.7%
COc1cccc(C2C(C(=O)c3cccs3)=C(O)C(=O)N2CCN2CCOCC2)c1 (stereo not given)	x	-5.1%	-3.7%
CC1CN(c2oc(Cc3cccc4ccccc34)nc2C#N)CC(C)O1 (stereo not given)	8.6%	u	u
[N-]=[N+]=NCC1OC(n2cnc3c(=O)[nH]c(N)nc32)C(O)C1O (stereo not given)	8.9%[56.1 µM]	3.9%	14.7%
Cc1cc(C)c(C#N)c(SCC(=O)Nc2ccc(S(=O)(=O)Nc3onc(C)c3C)cc2)n1	2.6%	1.6%	8.7%
O=C(c1ccco1)N1CCCC(c2nc3c(nnn3Cc3ccccc3)c(=O)[nH]2)C1 (stereo not given)	-7.7%	2.3%	4.1%
CCOC(=O)Cc1csc(SCc2nc3sc4c(c3c(=O)[nH]2)CCC4)n1	5.1%	-10.2%	u
O=C(c1cc(-c2ccc(Br)cc2)n[nH]1)N1CCN(S(=O)(=O)c2ccc(Br)s2)CC1	2.5%	x	23.1µM*
COc1ccc(/C=N/NC(=O)c2nnn(-c3nonc3N)c2-c2cccc(OC)c2)cc1	1.7%	-3.4%	12.4%
COC(=O)c1c(N2C(=O)Nc3ccccc3N2O)sc(C)c1C	2.6%	7.9%	2.1%
Cc1ccsc1C(=O)N1CCc2ccccc2C1	3.3%	21.2%	2.7%
O=C(COC(=O)c1ccc[nH]c1=O)Nc1ccc(S(=O)(=O)N2CCCC2)cc1	x	-3.1%	-13.8%
CC(=O)Nc1nc(-c2ccc(Cl)cc2)ns1	5.1%	-2.1%	u
Cc1ccc(NC(=O)C2CCCN(C(=O)c3ccc(Cl)cc3)C2)cc1 (stereo not given)	0.0%	5.1%	u
Cc1ccc(NC(=O)Cn2cc3c(n2)CCCC3)c(Cl)c1	2.5%	x	u
N#Cc1cc(N)ccc1Sc1ccc(Cl)cc1	0.0%	9.8%	u
COc1ccc(-c2nn(-c3ccccc3)cc2/C=N/NC(=O)c2cccc(S(=O)(=O)Nc3ccccc3OC)c2)cc1	8.2%	0.4%	-20.4%
CC1CCN(c2ccc(NC(=O)c3cccnc3Cl)cc2)CC1	5.6%	9.9%	u
CCNC(=O)COc1ccc(F)cc1C(=O)c1cnn(-c2ccccc2)c1	6.2%	6.3%	u
O=C(Nc1nc2cc3c(cc2s1)OCO3)c1cccc(N2C(=O)CCC2=O)c1	x	-3.0%	1.7%
COCCn1c(SCC(=O)Nc2ncc(Cl)c(C)c2Cl)nc2ccccc21	-2.6%	10.3%	-20.3%
O=C1c2ccccc2NC(c2ccc3c(c2)OCO3)N1O (stereo not given)	2.5%	-17.1%	u
CC(=O)c1c(C)[nH]c(C(=O)N2CCN(c3ccccn3)CC2)c1C	x	1.1%	-3.1%
COc1c2ccoc2c(OC)c2oc(=O)ccc12	13.2%[56.1 µM]	-1.9%&7.2%	u
Cc1cc(C)c2c(CC(=O)N3CCN(c4cccc(Cl)c4)CC3)coc2c1	2.5%	x	u
CCOc1ccc(Cc2n[nH]c(=S)n2N)cc1	-2.3%	0.3%	-10.8%
CC(=O)NC1c2ccccc2C(=O)N1Cc1ccccc1 (stereo not given)	4.2%	0.9%	3.0%
CCOC(=O)N1CCN(C(=O)c2ccc3nc(N4CCC(C)CC4)sc3c2)CC1	4.0%	1.1%	u
O=C(NCCCn1ccnc1)C(F)(F)C(F)(F)C(=O)NCCCn1ccnc1	8.7%	-4.0%	1.2%
COc1ccccc1/C=C/C=N/n1c(-c2ccc(C)cc2)n[nH]c1=S	-8.2%	27.4%	u
CC(=O)OC1CC[C@@]2(C)C3=CC(=O)[C@]4(C)C(CC5OC6(OCC(C)CC6Br)C(C)C54)C3CC[C@H]2C1 (stereo not given in full)	4.5%[56.1 µM]	15.1%	-13.2%
CCOc1cc(CNn2cnnc2SCC(=O)NC(C)(C)C)ccc1OCC(=O)NC(C)(C)C	7.7%	12.8%	18.4µM*
Cc1ccc(NC(=O)CSc2nsc(SCC(=O)Nc3ccc(C)cc3C)c2C#N)c(C)c1	2.7%	5.9%	u
COc1ccccc1N1CCN(c2ncccc2-c2nc(-c3ccc(Cl)cc3)no2)CC1	8.6%	x	u
CN(C)c1nc(N(C)C)nc(N2CC(CCl)OC2=N)n1 (stereo not given)	-5.6%	0.9%	-9.8%
O=C(N/N=C/c1cccnc1)c1cc(-c2cccs2)nc2ccccc12	1.9%	1.3%	16.4µM*
O=C(O)c1ccc(CNC(=O)c2ccccc2NC(=O)c2cccc([N+](=O)[O-])c2)cc1	5.3%	-5.5%	-11.5%
O=C(Nc1ccccc1)c1ccc(NCc2ccco2)c(S(=O)(=O)N2CCOCC2)c1	0.0%	4.6%	u
Cc1ccc(CNC(=O)CSc2nc3ccsc3c(=O)n2Cc2ccc(C(=O)O)cc2)cc1	5.8%	9.7%	6.0%
COc1cc(S(=O)(=O)NC(Cc2c[nH]c3ccccc23)C(=O)O)ccc1NC(C)=O (stereo not given)	x	-2.6%	-8.0%
Cc1cc(C)cc(OCC(=O)NN2C(=O)c3ccccc3C2=O)c1	0.0%	2.4%	-16.2%
CON(C)S(=O)(=O)c1cccc(C(=O)NC2CCSc3ccccc32)c1 (stereo not given)	3.9%	2.8%	u
O=C(NCc1ccccc1)/C(NC(=O)c1ccccc1)=C(/Sc1ccccn1)c1ccccc1	6.5%[56.1 µM]	12.6%	u
COc1ccc(Cn2c(=O)cc(C)[nH]c2=S)cc1	3.0%	2.3%	12.0%
CCOc1ccccc1-c1c2cc(O)c(=O)cc-2oc2cc(O)c(O)cc12	3.0%	7.4%	u
CN(CCC#N)C(=O)COC(=O)c1ccc(Cl)cc1O	-8.0%	0.1%	-4.2%
CC(=O)C[C@H](c1ccc([N+](=O)[O-])cc1)c1c(O)c2ccccc2oc1=O	13.8%[21 µM]	-3.4%[21.6 µM]	x
O=C(O)CSc1ncnc2scc(-c3ccccc3)c12	x	8.1%	1.7%
CN(CC(=O)Nc1cccc(F)c1)C(=O)CN1C(=O)NC2(CCCC2)C1=O	0.5%	x	u
Cc1cccc(NC2=C(Cl)C(=O)OC2OC(=O)c2ccco2)c1 (stereo not given)	2.6%	-10.7%	20.6µM*
O=C(O)c1ccccc1/C=N/Nc1ccc(S(=O)(=O)N2CCCC2)cc1[N+](=O)[O-]	5.9%	4.2%	4.4%
O=C(c1ccc2[nH]c(=O)c(=O)[nH]c2c1)N1CCc2ccccc21	1.0%	-23.0%	-2.5%
CC(Sc1nnc(C2CC2)n1N)C(=O)NC1CCCCC1C (stereo not given)	2.0%	-1.4%	-17.9%
COc1ccc(C(=O)NCC(c2cccnc2)N2CCc3ccccc32)cc1OC (stereo not given)	-3.9%	x	20.6µM*

Next entries follow.
compound	TDP1 inh	N370S GC mod	DT40 TDP1 no CPT
CCOC(=O)CC1(NC(=O)C2CCC(=O)N(C3CC3)C2)CCCCC1 (stereo not given)	-1.5%	u	9.9%
O=C(c1ccccc1Cc1ccccc1)N1CCN(S(=O)(=O)c2ccccc2[N+](=O)[O-])CC1	6.0%	-4.4%	u
O=C(O)/C(=C\c1cn(-c2ccccc2)nc1-c1cccnc1)NC(=O)c1ccccc1	1.4%	-7.9%	24.0%
O=C1CCc2cc(NS(=O)(=O)c3cc(F)ccc3F)cc3c2N1CC3	x	-2.3%	0.3%
Cc1cc(C)cc(NC(=O)C2CCCN(c3ncccn3)C2)c1 (stereo not given)	x	-0.1%	u
Cc1nc2ccccc2n1CC(=O)NC1CCCCCC1	-1.2%	2.6%	13µM*
COC(=O)[C@@]12CCCN1[C@H](c1ccc(-c3ccc(OC)cc3)cc1)[C@@H]1C(=O)N(C)C(=O)[C@@H]12	2.0%	-13.8%	20.6µM*

From PubChem

Some of the compounds tested (hit frequency here may not be typical).
